# UPR CHOP act: activators of apoptotic arm of unfolded protein response (CHOP). CHO-CHOP luciferase reporter, UPR activation, luminescence; percent of tunicamycin response over DMSO baseline. 330,000 tested, 0.34% active. AID 449763. activation, % at 10 µM;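 active = at 10 µM dose, activation of 40% or more, normalized to positive control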;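 also: 100% = tunicamycin at 10 µg/mL and 0% = DMSO alone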
#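 Evaluation: % reporter activation, DMSO baseline versus tunicamycin full activation; System: CHO-CHOP luciferase reporter cell line; Input: 500 cells/well; Incubation: 6 h compound treatment, 37 °C; Measured by: Steady-Glo luciferase luminescence; Dosing: one dose, 10 µM in 0.5% DMSO; Buffer or medium: F12 medium, 10% FBS; Benchmarks: positive tunicamycin 10 µg/mL, negative DMSO alone.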
# Mdm2-MdmX inh: human Mdm2/MdmX binding inhibition; SaOS-2 split-luciferase Mdm2/MdmX complementation, luminescence; inhibition, % at 8 µM; 330,000 tested, 3% active;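 active = inhibition of at least 50% at 8 µM in the primary screen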
# Target sequence (O15151 whole entry, looked up): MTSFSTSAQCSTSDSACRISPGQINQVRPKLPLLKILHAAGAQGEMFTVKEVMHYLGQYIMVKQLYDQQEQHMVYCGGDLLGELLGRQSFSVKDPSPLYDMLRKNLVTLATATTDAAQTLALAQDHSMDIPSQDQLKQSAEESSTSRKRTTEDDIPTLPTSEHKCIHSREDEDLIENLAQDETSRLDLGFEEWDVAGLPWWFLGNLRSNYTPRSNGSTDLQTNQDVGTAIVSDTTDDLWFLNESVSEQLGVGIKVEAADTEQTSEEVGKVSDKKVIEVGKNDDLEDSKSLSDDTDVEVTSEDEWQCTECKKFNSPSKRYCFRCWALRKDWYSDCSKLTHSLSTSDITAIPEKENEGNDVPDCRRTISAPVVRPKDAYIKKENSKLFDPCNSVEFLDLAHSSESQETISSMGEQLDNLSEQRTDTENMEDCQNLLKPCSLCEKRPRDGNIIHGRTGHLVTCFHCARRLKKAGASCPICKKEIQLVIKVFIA
# Target sequence (Q00987 whole entry, looked up): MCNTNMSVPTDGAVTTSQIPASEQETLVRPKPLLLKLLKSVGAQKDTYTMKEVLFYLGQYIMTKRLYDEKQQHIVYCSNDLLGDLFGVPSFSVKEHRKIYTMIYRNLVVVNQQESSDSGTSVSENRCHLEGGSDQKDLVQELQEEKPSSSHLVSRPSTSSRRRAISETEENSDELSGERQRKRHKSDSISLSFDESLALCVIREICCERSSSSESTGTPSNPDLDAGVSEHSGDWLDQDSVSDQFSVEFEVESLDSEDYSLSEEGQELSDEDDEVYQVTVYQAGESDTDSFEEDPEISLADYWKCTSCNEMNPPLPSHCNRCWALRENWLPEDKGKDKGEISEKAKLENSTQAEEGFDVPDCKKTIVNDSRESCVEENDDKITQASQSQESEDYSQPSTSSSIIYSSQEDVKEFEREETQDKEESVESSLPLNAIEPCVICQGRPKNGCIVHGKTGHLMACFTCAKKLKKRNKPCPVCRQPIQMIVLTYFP
# CXCR6 block: blocks human CXCR6 beta-arrestin recruitment | 360,000 tested, 0.36% active | CHO-K1 PathHunter CXCR6 beta-arrestin, luminescence | AID 602244 | O00574 | inhibition, % at 20 µM; in the data active = inhibition above about 34%, passing the limit was not always enough;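 also: antagonist mode with CXCL16 agonist at 10 nM final; 0% = 10 nM CXCL16 with DMSO and 100% = unstimulated wells without agonist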
# Gli-Sufu antag: blocks Gli-Sufu signaling in a luciferase reporter. inhibition, % at 5 µM. 340,000 tested, 0.74% active. Sufu-KO-LIGHT fibroblasts, Gli luciferase reporter luminescence;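 active = inhibition above about 55%, limit read from the data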;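 also: 0% = DMSO-treated cells and 100% = wells with medium but no cells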
# UPR XBP1 act: adaptive UPR (XBP1) activation | CHO-XBP1 luciferase reporter, IRE1-XBP1 UPR activation, luminescence; percent of tunicamycin response, DMSO as zero | 330,000 tested, 0.33% active | AID 463104 | activation, % at 20 µM;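 active = versus positive control, 20 µM dose yields 30% or more activation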;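 also: 100% = tunicamycin at 10 µg/mL and 0% = DMSO only wells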
#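 Material: CHO-XBP1 cells stably carrying IRE1-XBP1-driven luciferase reporter / Amount: 1000 cells per well / Compound: 20 µM, 1% DMSO / Times: 6 h treatment, 37 °C / Detection: luciferase luminescence / Measure: % activation of reporter signal versus tunicamycin and DMSO controls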
# CCR6 antag: blocks CCL20-driven beta-arrestin recruitment at human CCR6. 340,000 tested, 0.49% active. AID 493098. inhibition, % at 20 µM. CHO-K1 CCR6 PathHunter beta-arrestin, luminescence, CCL20-stimulated;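 active = compounds whose inhibition of the agonist-driven luminescence signal at 20 µM reaches about 50%, limit read from the data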;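 also: cells stimulated with CCL20 at 14 nM final; plate controls were DMSO with CCL20 for no effect and DMSO without agonist for full effect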
# Jurkat NFkB inh: inhibitors of the PMA/ionomycin-induced NF-kB reporter in Jurkat cells. PMA/ionomycin-induced NF-kB luciferase reporter, luminescence. inhibition, % at 4 µM. 330,000 tested, 0.53% active; in the data active = inhibition above about 50%
# EBI2 block: blocks human EBI2 receptor beta-arrestin signaling; AID 651636; inhibition, % at 5 µM; 360,000 tested, 0.81% active; EBI2 beta-arrestin recruitment, luminescence, 7a,25-OHC stimulated; in the data active = inhibition above about 38%;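 also: enzyme fragment complementation signal reports receptor beta-arrestin coupling in cells; 0% = agonist plus DMSO wells and 100% = wells without agonist; some results beyond the cut were filed as inactive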
# 697 NFkB inh: inhibitors of the PMA/ionomycin-induced NF-kB reporter in 697 B cells; 697 B-cell NF-kB luciferase reporter, 16 h; AID 435022; 330,000 tested, 0.33% active; inhibition, % at 4 µM; in the data active = inhibition above about 35%
# Numbers without * were called inactive; / = not tested or not shown; & = joins results of further samples. Hits appear at their usual frequency. About 5% of those tested had a hit in this group.
# Sample of the layout, 2 compounds:
SMILES,UPR CHOP act,Mdm2-MdmX inh,CXCR6 block,Gli-Sufu antag,UPR XBP1 act,CCR6 antag,Jurkat NFkB inh,EBI2 block,697 NFkB inh
CC1(C)CC(=O)C(N=Nc2ccc(C(F)(F)F)cc2[N+](=O)[O-])=C(O)C1,3.3,21,-1,0,1,23,4,14,17
Cc1c(Br)cc(C(=O)NCCCN2CCOCC2)c(C)c1C,-0.7,8,-1,1,-1,-3,7,3,17

# Results (from the top)
SMILES,UPR CHOP act,Mdm2-MdmX inh,CXCR6 block,Gli-Sufu antag,UPR XBP1 act,CCR6 antag,Jurkat NFkB inh,EBI2 block,697 NFkB inh
CC1(C)CC(=O)C(N=Nc2ccc(C(F)(F)F)cc2[N+](=O)[O-])=C(O)C1,3.3,21,-1,0,1,23,4,14,17
Cc1c(Br)cc(C(=O)NCCCN2CCOCC2)c(C)c1C,-0.7,8,-1,1,-1,-3,7,3,17
Cc1ccc(CNS(=O)(=O)NCc2cccs2)cc1,-0.8,8,3,-2,-6,0,-14,6,9
COc1cccc(C2CC(c3cccc(Br)c3)n3ncnc3N2)c1 (stereo not drawn),1.5,-2,-1,-10,-3,8,5,6,-2
CCOC(=O)c1nnn(-c2nonc2NC(C)=O)c1C,-1.2,10,2,32,-2,6,-1,4,-2
Cc1ccc(C)c2c1N(Cc1ccccc1)C(=O)C21OCCO1,-0.5,-16,7,6,-4,20,-6,4,1
CC(C)(C)NS(=O)(=O)c1ccc(CCC(=O)N2CCOCC2)cc1,-0.3,-5,1,5,-2,0,2,-4,-5
COCC(=O)n1nc(NCc2ccc(OC)cc2)nc1NCc1ccc(OC)cc1,-0.2,-7,-1,3,-1,6,-12,13,-16
CCC1Oc2ccccc2C(=O)N(CC(=O)c2ccc3c(c2)OCCO3)C1=O (stereo not drawn),6.6,17,2,-53,0,20,1,6,-70
CC(Nc1c[nH]c(=O)[nH]c1=O)c1ccccc1 (stereo not drawn),-0.8,12,-3,-9,-3,10,6,-10,9
COc1cccc(NC(=O)c2nn(C)c3c2CS(=O)(=O)c2ccccc2-3)c1,1.8,6,3,-8,-1,10,4,-6,16
Cc1c(NS(=O)(=O)c2ccc(NC3CCCC3)c([N+](=O)[O-])c2)c(=O)n(-c2ccccc2)n1C,1.6,-13,6,1,1,8,2,-4,-16
CCCCN(C(=O)CCCc1nc2ccccc2c(=O)[nH]1)c1c(N)n(CC(C)C)c(=O)[nH]c1=O,8.5,-13,-5,-2,-2,3,-17,-9,-12
CCOC(=O)C1CCCN(Cc2nc(N)nc(Nc3ccccc3)n2)C1 (stereo not drawn),-3.4,15,7,-1,-7,7,3,-1,4
COc1ccc(C(=O)Nc2ccc(N3CCN(C)CC3)cc2)cc1,4.0,-66,-1,-4,-2,0,-52,3,-30
O=S(=O)(NCCCc1ccccc1)c1cccc2nsnc12,-0.8,-4,3,/,-1,15,6,6,-16
Cc1cc(=O)n2nc(N3CCCC(C(=O)NCc4ccc5c(c4)OCO5)C3)sc2n1 (stereo not drawn),1.4,0,-3,8,-6,-16,-9,-1,11
COCCn1c(=O)c2c(nc3n2CCCN3CCc2ccccc2)n(C)c1=O,1.9,24,2,10,0,3,2,3,27
CC(=O)N=c1sc2c3ccccc3ccc2n1C,-1.2,8,-5,0,3,-3,-27,-3,-53
Cc1cccc(NC(=O)c2ccc([N+](=O)[O-])o2)n1,-1.4,-2,-3,4,3,11,16,-7,-4
CCCNc1c(NS(=O)(=O)c2ccc(Cl)s2)c(=O)oc2ccccc12,-1.3,8,0,-15,-5,15,-11,-11,-8
CNC(=S)N1CCN(S(=O)(=O)c2ccc3ccccc3c2)CC1,0.7,6,-4,-17,-7,0,1,1,3
COc1ccccc1N/N=C/c1ccc2c(c1)OCO2,-0.8,-17,6,-8,-1,9,-7,2,19
CCN1C(=O)C(CC(=O)NCCc2ccccc2)N(NC(=O)c2cccnc2)C1=S (stereo not drawn),0.7,32,-2,0,-1,-6,-3,-7,4

# One compound at a time (already shown). Order of screens: UPR CHOP act | Mdm2-MdmX inh | CXCR6 block | Gli-Sufu antag | UPR XBP1 act | CCR6 antag | Jurkat NFkB inh | EBI2 block | 697 NFkB inh
# Entry for COc1ccccc1N/N=C/c1ccc2c(c1)OCO2 → -0.8 | -17 | 6 | -8 | -1 | 9 | -7 | 2 | 19
# Entry for Cc1cc(=O)n2nc(N3CCCC(C(=O)NCc4ccc5c(c4)OCO5)C3)sc2n1 (stereo not drawn) → 1.4 | 0 | -3 | 8 | -6 | -16 | -9 | -1 | 11

# Continuation.
SMILES,UPR CHOP act,Mdm2-MdmX inh,CXCR6 block,Gli-Sufu antag,UPR XBP1 act,CCR6 antag,Jurkat NFkB inh,EBI2 block,697 NFkB inh
O=C1N[C@H]2CC=C[C@H]2Nc2ccccc21,-2.2,9,7,0,-1,11,/,-6,1
CC12CS(=O)(=O)CC1SC(=S)N2c1ccccn1 (stereo not drawn),-1.6,-3,5,3,8,10,-9,8,3
Cc1nc2ccccc2c(C)c1CC(=O)N(C)CC(=O)Nc1cccc(F)c1,-0.3,0,10,3,-2,7,15,7,-1
CCc1ccc2c(c1)cc(C)c1nnc(SCC(=O)Nc3cc(OC)c(OC)cc3C(=O)O)n12,-1.5,3,-3,0,-1,1,1,-5,19
O=C1C2C(c3ccccc3)CC=CC2[C@H](c2ccc3ccccc3c2)N1Cc1ccccc1 (stereo partly drawn),3.7,57*,0,34,0,7,21,2,-85
Cc1ccc(-c2csc(NC(=O)Cc3cccs3)n2)cc1C,0.7,-18,7,11,-1,4,-20,5,-21
O=C(CNC(=O)c1ccccc1F)NCC(c1cccs1)N1CCOCC1 (stereo not drawn),1.4,-20,6,0,3,-6,-9,0,18
CCOc1ccc(OCC)c(NC(=O)CSCCc2ccccn2)c1,0.7,3,-4,14,-1,5,-4,-6,9
Nn1c(SCC(=O)Nc2cccc(S(N)(=O)=O)c2)nnc1C1CC1,2.0,-2,2,-2,-1,-26,1,1,10
CCc1nnc(NC(=O)Cn2c(=O)oc3ccccc32)s1,-3.2,20,-17,11,-2,4,6,-2,18
CCOC(=O)c1c(NC(=O)CSc2nnc(C)s2)sc2c1CCC(CC)C2 (stereo not drawn),-0.4,13,-2,10,-2,25,7,20,-31
CCOCC(O)CS(=O)(=O)c1ccccn1 (stereo not drawn),2.7,-30,-5,-3,-3,-1,14,-5,12

# An excerpt of these results, with values under each structure.
# Second line of a record – UPR CHOP act	Mdm2-MdmX inh	CXCR6 block	Gli-Sufu antag	UPR XBP1 act	CCR6 antag	Jurkat NFkB inh	EBI2 block	697 NFkB inh
- CCOC(=O)c1c(NC(=O)CSc2nnc(C)s2)sc2c1CCC(CC)C2 (stereo not drawn)
 : -0.4	13	-2	10	-2	25	7	20	-31
- CCc1nnc(NC(=O)Cn2c(=O)oc3ccccc32)s1
 : -3.2	20	-17	11	-2	4	6	-2	18
- Nn1c(SCC(=O)Nc2cccc(S(N)(=O)=O)c2)nnc1C1CC1
 : 2.0	-2	2	-2	-1	-26	1	1	10
- CCC1Oc2ccccc2C(=O)N(CC(=O)c2ccc3c(c2)OCCO3)C1=O (stereo not drawn)
 : 6.6	17	2	-53	0	20	1	6	-70
- CCOCC(O)CS(=O)(=O)c1ccccn1 (stereo not drawn)
 : 2.7	-30	-5	-3	-3	-1	14	-5	12

# The results go on.
SMILES,UPR CHOP act,Mdm2-MdmX inh,CXCR6 block,Gli-Sufu antag,UPR XBP1 act,CCR6 antag,Jurkat NFkB inh,EBI2 block,697 NFkB inh
CCCCC(=O)c1ccc(O)cc1O,1.8,-14,16,-3,3,-9,-11,-8,-13
CN(O)/C=N/C(=S)Nc1ccc(Cl)cc1Cl,3.3,2,-4,-6,4,20,0,0,-23
CCc1cc2c(NC(C(=O)O)C(C)C)ncnc2s1 (stereo not drawn),-1.0,1,-4,-1,0,-16,11,-4,9
COc1ccccc1CN=C1NC(=O)C(CC(=O)Nc2ccc(C(C)=O)cc2)S1 (stereo not drawn),3.7,5,5,-1,-3,7,2,4,4
COCCNC(=O)CSc1nc2cc(OC)c(OC)cc2c(=O)n1Cc1ccc(OC)cc1,-1.6,16,10,9,-1,-1,-5,7,22
CC1CCN(CC(O)COC2CC(C)CC(C)(C)C2)CC1 (stereo not drawn),2.9,29,3,5,-4,13,1,-10,1
O=C(O)CCC(=O)NCCn1c(-c2ccccc2)csc1=Nc1ccccc1,-0.4,15,-5&5,4&3,2,6&7,-12,-11&-3,-16
CCN(c1ccccc1)S(=O)(=O)c1ccc(C(=O)Nc2nnc(C3CC3)o2)cc1,2.9,39,3,-7,-2,21,1,-2,-9
Cc1cc(C)cc(-n2nnn(C3C/C(=N/NC(N)=S)C4OCC3O4)c2=S)c1 (stereo not drawn),1.0,5,-2,21,-1,-2,0,10,13
COc1ccc(-c2nc(SCC(=O)N(CC(C)C)c3c(N)n(Cc4ccccc4)c(=O)[nH]c3=O)n[nH]2)cc1,0.1,14,-1,0,-4,16,-5,-13,0
O=C(NCCC1=CCCCC1)c1ccc(Cl)c(S(=O)(=O)N2CCCCC2)c1,-0.3,20,-4,-24,-1,9,6,-2,-33
Cc1cc(NC(=O)CSc2nc3sc4c(c3c(=O)n2C)CCCC4)no1,-0.5,11,5,1,-1,-9,10,2,0
CC1=C(C)/C(=N\OS(=O)(=O)c2ccccc2)C=CC1=O,-11,95*,51*,15,-6,87*,55*,16,-69
CCOc1ccc(Br)cc1CNc1ccc2c(c1)OCCO2,-3.8,10,3,0,-5,20,0,4,10
O=C(Nc1nccs1)C1=COCCO1,1.3,11,-3,-8,-1,-6,-7,-2,5
CC(=O)c1ccc(N2CCN(Cc3cc(=O)n4c(-c5ccccc5)csc4n3)CC2)cc1,/,/,-4,7,/,15,/,-4,/
CN1CCN(c2cc(N3CCN(C(=O)c4ccco4)CC3)c3c4c(onc24)-c2ccccc2C3=O)CC1,33,100*,10,19,25,26,9,2,30
CCOC(=O)C1CCN(c2nc3ccccc3n2CC(=O)c2ccccc2)CC1,0.0,-1,6,24,-5,23,2,1,9
Cc1cc(NCCCO)n2nc(-c3cccs3)cc2n1,0.0,15,7,-1,2,-4,2,9,15
Cn1nnnc1SCC(=O)N(C1CCCCC1)C1CCCCC1,-1.7,4,-2,5,0,-9,-3,-2,-17
CCC(C)(C)NC(=O)CN(C(=O)CCC(=O)Nc1cc(C)ccn1)c1ccc2c(c1)OCCO2,-0.7,9,-4,3,-1,-1,15,12,-7

# Source: PubChem BioAssay (Sanford-Burnham Center for Chemical Genomics)
